LDHA inh = inhibitors of human lactate dehydrogenase A; activity change, % (values are at about 110 or 230 µM); P00338; purified LDHA, NADH/diaphorase-resazurin fluorescence; hits give low values; actives 0.15% (n = 480,000); in the data active means activity change below about -30%;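 further: plate controls were DMSO wells for no effect and wells without enzyme for full effect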
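LDH5 2 nM; NADH 0.06 mM, pyruvate 0.2 mM; 200 mM Tris pH 7.4, EDTA, Tween-20; 5 min RT. Detection: diaphorase 0.133 mg/mL + resazurin 37 µM, fluorescence ex540/em590 at 0 and 20 min; normalized to enzyme-free and DMSO wells.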
Active calls of the source: *. Only part of the results is shown, so the mix of outcomes need not match the whole.

SMILES	LDHA inh
CC1=C(c2ccc(C)c(C)c2)S(=O)(=O)N(Cc2ccc(C(=O)NC3CCCC3)cc2)C1=O	-1
Cc1ccc2c(CSc3nnnn3-c3ccc(O)cc3)cc(=O)oc2c1C	0
Cc1cc(=O)oc2cc3occ(-c4ccc(-c5ccccc5)cc4)c3cc12	-1
N#C/C(=C/c1cccc(OCc2cccc(C#N)c2)c1)c1ccc(C(F)(F)F)cn1	-3
Cc1cccc(Cn2c(Sc3nncn3C)nc3c2c(=O)[nH]c(=O)n3C)c1	6
COc1ccc(Cl)cc1N(CC(=O)N1CCN(C)CC1)S(=O)(=O)c1ccccc1	-3
Cc1nn2c(ncc3c(=O)[nH]ccc32)c1-c1ccccc1	1
Cc1cccc(C)c1-n1nnnc1SC(C(=O)N1CCOCC1)c1ccccc1 (configuration not stated)	2
COC(=O)c1cc(-c2ccc(C)cc2)nc2onc(-c3ccco3)c12	2
COc1ccc(Oc2c(C)oc3cc(OCC(=O)NC4CCS(=O)(=O)C4)ccc3c2=O)cc1 (configuration not stated)	3
O=C(C1CCN(c2nc(-c3ccc(Br)cc3)cs2)CC1)N1CCOCC1	-1
O=C(CN1CCN(C(=O)c2nn(Cc3ccccc3)c(=O)c3ccccc23)CC1)N1CCCCCC1	5
CCOc1ccccc1CNC(=O)c1ncoc1-c1cccs1	12
CCCOc1ccc(-c2nc(C#N)c(NCc3ccccc3Cl)o2)cc1	-20
O=C(CCn1ccccc1=O)Nc1ccccc1F	7
CCOC(=O)C1=CN(c2cc(C)cc(C)c2)C=C(C(=O)OCC)C1c1ccc2c(c1)OCO2	4
Cc1nn(C)c(C)c1CNCc1ccnc(N2CCOCC2)c1	-1
Cc1cc(Br)ccc1NC(=O)Cn1nc(C(N)=O)c2ccccc2c1=O	3
Cc1cc2nc(/C(C#N)=C/c3ccccc3)[nH]c2cc1C	10
CC(C)Oc1nc2ccccc2nc1N1CCC(C(=O)Nc2ccc(Cl)cc2)CC1	2
CNC(=O)NC(=O)Cn1c(=O)c2c(ncn2CCC(C)C)n(Cc2ccccc2)c1=O	-20
Cc1[nH]c2ccc(F)cc2c1CC(=O)NCC(F)(F)F	-2
O=c1[nH]c(CSc2nnc(-c3cccs3)n2C2CC2)nc2ccc(Cl)cc12	0
CC(N)CCc1ccc(O)cc1 (configuration not stated)	-3
N#Cc1ccc(COC(=O)CCC(=O)c2ccccc2)cc1	6
CCCOc1ccc(Br)cc1C1C(C(=O)OCc2ccccc2)=C(C)Nc2nnnn21 (configuration not stated)	-1
Cc1nn(CC(O)COc2ccc(Oc3ccccc3)cc2)c(=O)c2ccccc12 (configuration not stated)	5
CCC(Sc1nc2ccncc2[nH]1)C(=O)Nc1ccc(C)cc1 (configuration not stated)	0
Cc1ccc(CNC(=O)Nc2c(NCc3ccccc3)c3ccccc3oc2=O)cc1	-5
CCN1CCN(c2cccc(Nc3nn4c(=O)c5ccccc5nc4s3)c2)CC1	6
Cc1ccc(NC(=O)/C(C#N)=C/c2cc(C(C)(C)C)c(O)c(C(C)(C)C)c2)cc1C	13
Cc1cc(C[n+]2ccccc2)c(C)cc1C[n+]1ccccc1	12
O=C1CCCC2=C1C(c1cccnc1)C1=C(CCCC1=O)N2	6
CNC(=O)COc1cccc(N)c1	23
Cc1ccccc1NC(=O)N1CCN(C(=O)c2nsc3ccccc23)CC1	-4
Clc1ccc(-c2cn3c4ccccc4n(CCN4CCOCC4)c3n2)cc1	6
CC1CN(C(=O)c2cc(-c3ccco3)[nH]n2)CCO1 (configuration not stated)	11
Cc1cccc(CS(=O)Cc2ccc(Cl)cc2)c1 (configuration not stated)	5
CCN1CCN(c2ccc(NC(=O)c3ccc(Cl)c(S(=O)(=O)N(CC)CC)c3)cc2)CC1	1
COc1ccc(CC(=O)Nc2nonc2-c2ccc(Br)cc2)cc1	4
CC(C)CC(NC(=O)COc1ccccc1)C(=O)N(C)C (configuration not stated)	5
Cc1ccc(-c2cc(C(=O)Nc3nnc(C)s3)[nH]n2)c(O)c1	10
Cc1cccc(Nc2nnc(SC(C)C#N)s2)c1C (configuration not stated)	-8
COc1cc2cc(C(=O)NCC(=O)Nc3ccc4c(c3)OCCO4)[nH]c2c(OC)c1OC	-3
CCOCCCNc1nc2c(c(=O)n(C)c(=O)n2C)n1Cc1ccc(Cl)c(Cl)c1	5
CC(C)N(C)C(=O)CSc1nc(NC2CC2)c2ccccc2n1	-3
NC(=O)C1CCN(c2nc(-c3cccs3)nc3ccccc23)CC1	5
O=C(O)/C=C/c1ccc(F)c(Cl)c1	-15
CC(CN1CCCCC1)C(=O)O (configuration not stated)	-2
O=c1c2c3c(sc2ncn1-c1ccccc1)CCCC3	-1
Cc1cccc(Nc2ccccc2C(=O)NCc2cccs2)c1C	14
CC(C)C(=O)Nc1ccccc1Cl	11
O=C(Nc1cc(-n2cnnn2)ccc1Cl)c1ccncc1	-4
O=C(Oc1cccc2cccnc12)c1ccc2ccccc2c1	7
CC(Nc1nc2c(c(=O)n(C)c(=O)n2C)n1Cc1ccccc1Cl)c1ccccc1 (configuration not stated)	6
Cc1ccc(NC(=O)C2CC(=O)Nc3nc(C)nn32)cc1 (configuration not stated)	-2
COc1cc(OC)c(NC(C)c2nnc(-c3cccs3)o2)cc1Cl (configuration not stated)	1
CC1(C)CC(=O)C2=C(C1)OC(N)=C(C#N)C2c1cccc(Oc2ccccc2)c1 (configuration not stated)	9
Cc1ccc(F)cc1S(=O)(=O)NC(C)CN1CCOCC1 (configuration not stated)	0
COc1ccc(-c2nc(C(=O)N3CCOCC3)nn2-c2ccccc2Cl)cc1	1

Carrying on.
SMILES	LDHA inh
CCCNc1c(NC(=O)Nc2cc(Cl)ccc2C)c(=O)oc2ccccc12	7
CN(Cc1ccco1)C(=O)c1cc(-c2cccs2)nc2ccccc12	16
Cc1oc(-c2ccccc2)nc1C(=O)Nc1nc(C(C)C)cs1	-6
CCOP(=O)(OCC)c1nc(-c2ccco2)oc1NCc1ccccc1Cl	-10
CCS(=O)(=O)N1CCCN(c2ccc(=O)n(-c3ccccc3)n2)CC1	0
COc1ccc(-c2noc(CNC(=O)CCc3c(C)c4ccc(O)cc4oc3=O)n2)cc1	-2
CCn1c(CN2CCC(C)CC2)nc2cc(NC(=O)COc3ccc(C)cc3)ccc21	7
CC1CCN(c2nc(SCC(=O)N3CCOCC3)c(C#N)c3c2CCCC3)CC1	-20
CN(CC(=O)N1CCCC1)C(=O)c1ccc(S(=O)(=O)NCc2ccco2)cc1	-1
CC(Sc1nnc2ccccn12)C(=O)c1ccc(F)c(F)c1 (configuration not stated)	-3
C#CCNC(=O)CN1CCN(C(=O)CC2CCCC2)CC1	-8
CC(=O)c1ccc(NC(=O)CSc2ncc(-c3ccc(F)cc3)o2)cc1	-19
CC(C)C(Br)C(=O)Nc1ccc(F)cc1 (configuration not stated)	2
COc1ccc(OC)c(C(=O)OCc2cccc(C#N)c2)c1	3
CC(C)C(=O)N1CCN(C(=O)c2cc(C(C)C)nc3ccccc23)CC1	24
COc1ccc(C(=O)Nc2c(NCC3CCCCC3)c3ccccc3oc2=O)cc1OC	-6
CC(=O)c1cccc(NC(=O)CCCN(c2cccc(Cl)c2)S(C)(=O)=O)c1	1
NC(=O)COc1ccc(C2CC(=O)Nc3nc(N4CCCCC4)sc32)cc1 (configuration not stated)	125
Cc1cc(SCC(=O)NCC(=O)N(C)C)nc2c(C)cccc12	1
CCCCNC(=O)c1ccc(N)cc1	-17
Cc1ccc(Cl)cc1NC(=O)CC1SCCNC1=O (configuration not stated)	-1
CCN(c1ccccc1)c1nnc(NC(=O)Nc2ccccc2)s1	-6
Cc1cc(C(=O)O)cs1	7
Cc1ccc2c(C)nc(Nc3nc(C(C)C)cc(=O)[nH]3)nc2c1	3
CCc1ccc(CN(C(=O)c2cc(=O)c3cc(CC)ccc3o2)C2CCS(=O)(=O)C2)cc1 (configuration not stated)	-12
C=CCC(C)(NCc1ccccc1)c1cccs1 (configuration not stated)	11
Clc1cccc(C=Nc2cccc3ccccc23)c1Cl	24
CCCNC(=O)C1CCN(C(=O)CCc2c(C)[nH]c(C(=O)OCC)c2C)CC1	-5
CC(C)CC(NC(=O)c1cc2ccccc2s1)C(=O)O (configuration not stated)	5
CCCn1c2ccccc2c2nnc(SCc3ccc(F)cc3)nc21	7
Cc1cc(SCC(=O)Nc2c(F)cccc2F)nc2ccccc12	-2
CCNC(=O)NC(=O)CN(C)C(C)C(C)(C)C (configuration not stated)	-3
Cc1ccc(Nc2nc(CN3CCN(S(=O)(=O)c4ccc(F)c(F)c4)CC3)cs2)cc1	-1
CC(C)(C)c1cc(N/C=C/C(=O)C(F)(F)F)cc(C(C)(C)C)c1	-1
O=C(/C=C/c1ccc(C(F)(F)F)cc1)N1CCN(C(=O)C2CC2)CC1	0
COc1ccc(/C=C2\N=C(c3ccc(Br)cc3)NC2=O)cc1OC	-2
Cc1ccccc1CC(=O)Nc1ccccc1NS(C)(=O)=O	-6
Cc1ccc(-c2nc(CN3CCN(C(=O)c4ccco4)CC3)c(C)o2)cc1	1
COc1ccc(-c2cnc(NC(=O)NCCc3ccccc3)n2C)cc1	4
NS(=O)(=O)c1ccc(N/N=C/c2sc(Nc3ccccc3)nc2Cl)c([N+](=O)[O-])c1	0
O=C(CCc1ncc(-c2ccc(F)cc2F)o1)Nc1cccc(C(=O)NC2CC2)c1	0
CCc1ccc(OCC(=O)Nc2ccc3nsnc3c2)cc1	8
O=C(O)CCc1ccc(S(=O)(=O)NCCN2CCCC2)cc1	0
COc1ccc2nc(C)c(C(=O)NCc3cccnc3-n3cncn3)cc2c1	7
O=C(Nc1c[nH]ccc1=O)c1cc(-c2ccccc2)nc2ccccc12	3

Reprinted from the part before: 2 entries, followed by the next part.
SMILES	LDHA inh
COc1ccc2nc(C)c(C(=O)NCc3cccnc3-n3cncn3)cc2c1	7
O=C(Nc1c[nH]ccc1=O)c1cc(-c2ccccc2)nc2ccccc12	3
CCC(CC)C(=O)Nc1cccc2c1CCCC2	4
O=C(c1cc(=O)[nH]c2ccccc12)N1CCN(Cc2ccccc2)CC1	4
CCN(CC)C(=O)COC(=O)c1ccccc1-c1ncc(-c2ccccc2F)o1	-8
Cn1c(=O)c2c(nc(Oc3ccccc3F)n2Cc2ccccc2F)n(C)c1=O	3
Nc1cc(C(=O)OCc2cccc(F)c2F)ccc1Cl	7
CCCC(=O)OCCNc1c(C(=O)OCC)cnc2c(Cl)c(Cl)ccc12	1
CC(C)c1ccc(NC(=O)c2cc3ccccc3oc2=O)cc1	1
C/C(=N\NC(N)=O)c1ccc(Br)cc1	4
O=C(CCCOC(=O)c1cc(Cl)ccc1Cl)c1ccc(Br)cc1	11
CCC(C)C(=O)N1CCCCC1CC (configuration not stated)	8
COc1ccccc1CNc1ccccc1C(=O)O	-4
COC(=O)Cn1c(=O)c2c3c(sc2n(Cc2ccc(F)cc2)c1=O)COC(C)(C)C3	7
COc1ccccc1CCNC(=O)c1sc(NC2CC2)nc1C	-3
CC(Oc1ccc(F)cc1)C(=O)N1CCN(c2nccs2)CC1 (configuration not stated)	1
CC1CN(c2ccccc2C=O)CC(C)O1 (configuration not stated)	0
Cc1nc(-n2nc(C)c(Cl)c2C)sc1C(=O)N1CCCC1	-3
CN(C)CCC#CC(O)(c1ccccc1)C1CCCCC1 (configuration not stated)	6
CC(C)(C)OC(=O)Nc1cccc(C(=O)NCC(c2cccs2)N2CCOCC2)c1 (configuration not stated)	8
O=C(CSc1n[nH]c(-c2ccccc2F)n1)Nc1ccc(N2CCCCCC2)cc1	21
CCN(CC)Cc1ccccc1CNC(=O)C12CC3CC(CC(NC(C)=O)(C3)C1)C2	1
COc1ccc(NC(=O)Cn2nc(Cc3ccncc3)c3ccccc3c2=O)cc1Cl	7
O=C(CSc1nc2nc[nH]c2c(=O)[nH]1)NCc1ccccc1	-2
CCCOc1ccc(-c2nc3ccc4ccccc4c3c3c2CCC3)cc1	0
COc1ccc(S(=O)(=O)Cc2nnnn2-c2cccc(C(F)(F)F)c2)cc1	-23

In the list so far, these have an aryl methoxy group.
SMILES	LDHA inh
COc1ccc(Cl)cc1N(CC(=O)N1CCN(C)CC1)S(=O)(=O)c1ccccc1	-3
COc1ccc(Oc2c(C)oc3cc(OCC(=O)NC4CCS(=O)(=O)C4)ccc3c2=O)cc1 (configuration not stated)	3
COc1ccc(CC(=O)Nc2nonc2-c2ccc(Br)cc2)cc1	4
COc1cc2cc(C(=O)NCC(=O)Nc3ccc4c(c3)OCCO4)[nH]c2c(OC)c1OC	-3
COc1cc(OC)c(NC(C)c2nnc(-c3cccs3)o2)cc1Cl (configuration not stated)	1
COc1ccc(-c2nc(C(=O)N3CCOCC3)nn2-c2ccccc2Cl)cc1	1
COc1ccc(-c2noc(CNC(=O)CCc3c(C)c4ccc(O)cc4oc3=O)n2)cc1	-2
COc1ccc(OC)c(C(=O)OCc2cccc(C#N)c2)c1	3
COc1ccc(C(=O)Nc2c(NCC3CCCCC3)c3ccccc3oc2=O)cc1OC	-6
COc1ccc(/C=C2\N=C(c3ccc(Br)cc3)NC2=O)cc1OC	-2
COc1ccc(-c2cnc(NC(=O)NCCc3ccccc3)n2C)cc1	4
COc1ccc2nc(C)c(C(=O)NCc3cccnc3-n3cncn3)cc2c1	7
COc1ccccc1CNc1ccccc1C(=O)O	-4
COc1ccccc1CCNC(=O)c1sc(NC2CC2)nc1C	-3
COc1ccc(NC(=O)Cn2nc(Cc3ccncc3)c3ccccc3c2=O)cc1Cl	7
COc1ccc(S(=O)(=O)Cc2nnnn2-c2cccc(C(F)(F)F)c2)cc1	-23
